From PubChem
IEC-6 tox: counter-screen for KLF5 inhibitors: cytotoxicity in IEC-6 cells; IEC-6 cytotoxicity, luminescence viability; inhibition, % at 5 µM; hit rate 0.78% among 290,000; in the data active = inhibition above about 22%;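 also: 0% = plate median of test compound wells and 100% = cytotoxic reference compound wells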
DYRK1A inh: blocks rat Dyrk1A kinase activity. inhibition, % at 12.5 µM. Q63470. ADP-Glo luminescence, NFATc1 peptide. AID 504441. hit rate 0.43% among 310,000; in the data active = inhibition above about 50%;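 also: plate controls were vehicle with enzyme for no effect and no enzyme for full effect; many of its hits are not listed in these tables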
aSyn UTR inh: MLPCN primary screen, SNCA 5' untranslated region. alpha-synuclein 5'UTR reporter, inhibitor activity. AID 1813. inhibition, % (tested at 7.5 µM). hit rate 0.82% among 300,000; in the data active = inhibition above about 60%;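 also: H4 neuroglioblastoma cells stably carrying SNCA 5'UTR luciferase fusion; 0% = DMSO wells and 100% = positive control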
GSK3 alpha inh: inhibitors of human GSK-3 alpha kinase. P49840. inhibition, % at 10 µM. hit rate 0.1% among 320,000. ADP-Glo luminescence, 60 min;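 in the data active = inhibition above about 50%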;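 also: GST-tagged GSK-3 alpha with peptide substrate and 25 µM ATP; 0% = DMSO neutral wells and 100% = GW8510 positive control wells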
Target sequence (P49840 whole entry, looked up): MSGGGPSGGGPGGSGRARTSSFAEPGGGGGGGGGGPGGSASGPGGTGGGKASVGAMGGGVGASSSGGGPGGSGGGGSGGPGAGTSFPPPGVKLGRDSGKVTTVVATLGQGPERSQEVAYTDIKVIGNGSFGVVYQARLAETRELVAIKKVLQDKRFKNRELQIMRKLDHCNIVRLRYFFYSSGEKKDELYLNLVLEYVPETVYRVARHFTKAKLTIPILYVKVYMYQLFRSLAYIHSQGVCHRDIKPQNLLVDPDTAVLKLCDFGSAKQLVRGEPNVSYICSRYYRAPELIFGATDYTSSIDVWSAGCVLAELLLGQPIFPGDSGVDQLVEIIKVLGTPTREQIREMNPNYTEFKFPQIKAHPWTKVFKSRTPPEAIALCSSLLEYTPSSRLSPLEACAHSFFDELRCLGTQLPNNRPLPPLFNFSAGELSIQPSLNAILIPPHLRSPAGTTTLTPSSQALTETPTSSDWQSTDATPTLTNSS
HSF1 inh: HSF1 inhibition; NIH3T3-HGL HSE-luciferase, MG132-induced, luminescence 8 h; stronger effect = lower value; activity change, negative = inhibition, % at 7.5 µM (by protocol); hit rate 0.77% among 300,000; AID 2098;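 active = more than half of replicate wells show activity change below -50%, luminescence cut by over half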;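 also: luciferase reports HSF-1 transcriptional activity via heat shock element; 0% = median of DMSO wells and -100% = zero luminescence signal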
HSP90 refold inh: blocks HSP90-mediated luciferase refolding in reticulocyte lysate; Rabbit reticulocyte lysate, luciferase refolding luminescence, 3 h; inhibition, % at 5.6 µM; hit rate 0.91% among 290,000; AID 1789;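 active = inhibition above the screen-wide mean plus 3 SD, computed separately per campaign, cut at about 16% in these data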;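 also: 0% = DMSO wells and 100% = 60 µM geldanamycin wells; inhibitors lower the luminescence because luciferase stays unfolded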
KLF5 inhibitor: suppresses KLF5 promoter-driven expression; DLD-1 KLF5 promoter-luciferase reporter, luminescence; inhibition, % at 5 µM; hit rate 0.23% among 290,000;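 active = inhibition above a per-plate limit of that plate's mean compound inhibition plus 3 SD, cut at about 60% in these data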;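 also: 0% = DMSO wells and 100% = LY294002 at 200 µM; higher means less KLF5 promoter-driven luciferase light; inactives centre near -14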
Platelet DG rel: platelet dense granule release activity; human platelet-rich plasma, SFLLRN dense granule ATP release, luminescence; inhibition, %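 (compounds screened at 7.5 µM in platelet-rich plasma)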; hit rate 0.22% among 300,000; AID 1663;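 active = mean replicate score, as percent of positive control, at or above 50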
GSK3beta inhib: inhibitors of human GSK3beta kinase | P49841 | GST-GSK3beta kinase, ADP-Glo luminescence, 60 min; stronger effect = lower value | activity score (negative = inhibition), % at 10 µM | hit rate 0.038% among 300,000;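 active = more than half of replicate wells score below -50%, meaning over 50% inhibition versus plate controls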;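 also: 0% = median DMSO wells and -100% = median GW8510 positive control wells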
Target sequence (P49841 whole entry, looked up): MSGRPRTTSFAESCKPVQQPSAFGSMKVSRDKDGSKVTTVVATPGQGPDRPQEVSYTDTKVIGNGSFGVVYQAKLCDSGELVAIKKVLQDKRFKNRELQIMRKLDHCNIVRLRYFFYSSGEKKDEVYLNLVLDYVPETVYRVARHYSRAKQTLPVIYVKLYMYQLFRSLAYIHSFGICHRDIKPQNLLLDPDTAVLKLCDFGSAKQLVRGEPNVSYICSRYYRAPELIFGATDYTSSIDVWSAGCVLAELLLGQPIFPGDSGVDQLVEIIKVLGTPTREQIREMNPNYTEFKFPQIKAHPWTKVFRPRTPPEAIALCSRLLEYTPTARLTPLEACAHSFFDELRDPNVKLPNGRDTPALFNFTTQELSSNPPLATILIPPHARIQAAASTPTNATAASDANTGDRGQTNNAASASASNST
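test system = GST-tagged human GSK3beta kinase, cell-free | reagent = 25 µM ATP with peptide substrate | dosing = one dose of 10 µM per compound | schedule = 60 min reaction, RT | detection = luminescent ADP-Glo measurement of ADP formed | control set = DMSO neutral wells and GW8510 at 20 µM as positive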
HSF1 activator: increases HSF-1 driven luciferase reporter signal; AID 504408; NIH3T3-HGL HSF-1 luciferase reporter, MG132, 8 h; 100% = twice DMSO control signal; activation, % at 9 µM; hit rate 1.7% among 300,000;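 active = mean replicate activation of at least 50% with a set share of replicates each reaching 50%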;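 also: 0% = median of the neutral control wells and 100% = twice that signal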
Numbers without * were called inactive; · = no result given. These rows are one share of the data; the hit share may differ from the screen's.

SMILES	IEC-6 tox	DYRK1A inh	aSyn UTR inh	GSK3 alpha inh	HSF1 inh	HSP90 refold inh	KLF5 inhibitor	Platelet DG rel	GSK3beta inhib	HSF1 activator
CN(CCOc1ccc(Cl)cc1)CC(=O)Nc1ccc(OC(F)F)cc1	-6	2	8	-2	8	-1	-22	18	4	46
O=C(O)/C=C/C(=O)Nc1ccc(-n2nccc2C(F)(F)F)cc1	1	11	-14	0	6	-4	-25	-5	-1	9
CCC(NC(=O)c1ccccc1NC(=O)c1ccco1)C(=O)NC1CCCCC1 (stereo not drawn)	9	3	-3	2	-5	6	-5	10	-3	-7
Cc1cc(C)cc(OCC(=O)OCC(=O)N2CC(=O)Nc3ccccc32)c1	-2	-1	-5	0	4	-3	2	-11	1	-11
O=C1CC(N2CCN(c3ccccc3Cl)CC2)C(=O)N1c1ccc(F)cc1 (stereo not drawn)	8	-2	27	-2	-5	5	-28	11	0	-20
CCOC(=O)C1=C(C)N(CCCC(=O)O)C(=O)NC1c1ccc(Cl)cc1Cl (stereo not drawn)	3	1	-14	-1	2	-1	-31	-7	1	5
CCOC(=O)c1c(NC(=O)CSc2cn(CC)c3ccccc23)sc2c1CCC2	-6	-3	22	-1	-5	-4	-4	-2	3	0
Clc1cc(Cl)cc(C2=NC(Cc3ccccc3)CO2)c1 (stereo not drawn)	·	16	7	-1	0	·	·	-5	0	5
CC(C)(C)c1ccc(OCc2cnc(Cl)s2)cc1	1	2	-105	-1	19	-1	-29	3	1	28
Cc1ccc2oc(=O)c3cc(C(=O)NCCN4CCc5ccccc5C4)sc3c2c1	-2	30	10	·	11	6	11	-1	2	8
Cc1ccc(CN2CCN(Cc3ccc4c(c3)OCCO4)CC2CCO)cc1 (stereo not drawn)	-7	3	-2	·	-17	4	-24	17	-2	-37
COc1ccc(NC(=O)CCN2C(=O)C3C4C=CC(C4)C3C2=O)cc1 (stereo not drawn)	12	3	4	5	-3	3	-3	10	2	-3
CCOc1ccc(C(=S)N2CCCC2)cc1	1	5	-21	-1	-5	8	-22	-3	-2	19
O=C(NCC1CCCO1)C1c2ccccc2Oc2ccccc21 (stereo not drawn)	6	-4	-7	-5	6	1	-21	-3	-2	13
COc1ccc(/C=C2\CCC(C3CCCC3)C2=O)c(OC)c1OC (stereo not drawn)	5	0	-31	-1	-7	5	-23	5	-2	5
COC(=O)CSc1nnc(-c2ccc(S(=O)(=O)N3CCCCC3)cc2)o1	-1	-8	-33	0	-10	-1	-5	2	1	-12
Cc1cc(=O)[nH]c(N/N=C/c2ccccn2)n1	2	-1	74*	0	-4	3	-33	4	1	-11
CCOc1cc(NC(=S)NCCCN2CCOCC2)c(OCC)cc1NC(=O)C1CC1	-1	-1	2	-2	-4	4	-26	4	-3	-4
NC(=O)CC(NC(=O)c1ccccc1)c1ccc(N2CCC(N3CCCC3)CC2)c([N+](=O)[O-])c1 (stereo not drawn)	1	-2	-13	0	-27	1	-13	1	-3	-45
C=CCOc1ccc(/C=N/NC(C)=O)cc1OCC	-2	-2	3	-2	-4	2	-21	-11	1	-3
CSCCC(NC(=O)c1ccccc1Cl)C(=O)Nc1cccc(S(=O)(=O)N2CCCC2)c1 (stereo not drawn)	·	·	10	-2	1	·	·	-3	-2	3
O=C(OCc1c(Cl)cccc1Cl)c1ccccn1	4	6	-23	0	-4	3	-38	-6	-1	-8
CCOc1ncccc1C(=O)N(C)CC(=O)Nc1ccccc1SC	2	-5	-14	-1	-8	1	-7	-11	3	0
COC(=O)c1ccc(C(=O)N2CCCC(Nc3ccc(C(C)C)cc3)C2)cc1 (stereo not drawn)	1	-5	-6	-3	3	-3	1	7	1	8
CCN(C(=O)c1ccc2c(=O)n3c(nc2c1)CCCCC3)c1ccc(F)cc1	-6	-3	-9	1	-8	-7	-13	0	3	-3
CC(=O)C1=C(C)Nc2ncnn2C1c1ccc(Br)cc1 (stereo not drawn)	4	2	0	-1	-3	6	-32	-4	-1	0
COc1ccc(-c2cc(C(=O)Nc3ccc(C)cc3)no2)cc1	-3	-10	-71	-2	8	0	-9	-5	1	0
Cc1cc(-c2c(C(=O)N3CCOCC3)c(C)nn2-c2ccccc2)no1	-6	·	-25	-2	-5	8	-13	-6	2	-9
Cn1c(=O)c(Nc2ccc(Cl)cc2)c2c3c(cccc31)C(=O)c1ccccc1-2	2	·	25	0	-22	-4	-16	5	0	-25
O=C(CNCCc1ccc(Cl)cc1Cl)NCc1ccco1	0	5	4	-3	-5	-1	-15	-1	0	-22

The final four records of the part above lead into the next:
SMILES	IEC-6 tox	DYRK1A inh	aSyn UTR inh	GSK3 alpha inh	HSF1 inh	HSP90 refold inh	KLF5 inhibitor	Platelet DG rel	GSK3beta inhib	HSF1 activator
COc1ccc(-c2cc(C(=O)Nc3ccc(C)cc3)no2)cc1	-3	-10	-71	-2	8	0	-9	-5	1	0
Cc1cc(-c2c(C(=O)N3CCOCC3)c(C)nn2-c2ccccc2)no1	-6	·	-25	-2	-5	8	-13	-6	2	-9
Cn1c(=O)c(Nc2ccc(Cl)cc2)c2c3c(cccc31)C(=O)c1ccccc1-2	2	·	25	0	-22	-4	-16	5	0	-25
O=C(CNCCc1ccc(Cl)cc1Cl)NCc1ccco1	0	5	4	-3	-5	-1	-15	-1	0	-22
O=C(NC12CC3CC(CC(C3)C1)C2)N(Cc1ccccc1)Cc1ccncc1	0	2	14	1	-1	-3	-11	26	2	0
Cc1cc(=O)n(CC=C(Cl)Cl)c2ccccc12	-2	-5	39	-2	-4	3	-2	0	1	0
Cc1nnc2n(C)c(=O)c3c4c(sc3n12)COC(C)(C)C4	·	4	2	-3	-5	·	·	-2	-3	-1
Cc1nn(C(C)c2n[nH]c(=S)n2-c2ccc(F)cc2)c(C)c1[N+](=O)[O-] (stereo not drawn)	1	3	2	-21	7	0	-23	0	3	-14
COC(=O)c1cc(C(=O)Nc2ccc(C)cn2)cc([N+](=O)[O-])c1	-1	30	21	0	-6	1	-7	-1	1	-8
Cn1c(SCC(=O)NC(=O)CN2CCCC2=O)nnc1-c1ccc(F)cc1	-1	14	7	-1	4	1	-2	4	0	8
Cc1ccc2c(c1)cc(CN(Cc1ccco1)C(=O)COc1ccccc1)c1nnnn12	8	-9	10	1	2	-1	13	-5	0	14
CN(C)C(=O)c1cccn(Cc2cccc(C(F)(F)F)c2)c1=O	-7	-4	-8	0	-3	-2	-13	0	1	-3
Cc1ccc(/C=N/n2c(COc3ccccc3)n[nH]c2=S)s1	-2	9	15	3	0	-1	11	10	-2	-2
Nc1cc(=O)[nH]n1C1CCCCC1	-5	-1	13	7	4	-1	-17	3	-2	2
O=C(CSc1nc2ncc(Cl)cc2[nH]1)NCCc1ccc(F)cc1	4	4	20	-1	-13	1	-24	0	0	-31
O=C(Nc1ccc(S(=O)(=O)N2CCCC2)cc1)c1cccs1	-5	2	-6	-1	4	-3	-12	1	2	4
Cc1ccc(CNC(=O)C2CCCN2C(=O)Nc2ccc(C)cc2)cc1 (stereo not drawn)	5	-1	7	0	-3	-1	-26	1	-8	2
COC(=O)c1ccc(N2C(=O)CC(NCc3ccccc3)C2=O)cc1 (stereo not drawn)	0	-1	-3	2	1	2	-35	-25	-19	-8
Nn1c(SCC(=O)N2CCCc3ccccc32)nnc1-c1ccccc1	4	3	18	-4	-7	0	-3	0	4	3
O=C(/C=C/c1ccccc1)NC(=S)NNC(=O)c1cnccn1	-2	3	87*	2	7	-7	-17	-1	2	1
Cc1ccc(C(=O)OCC(=O)N(CCc2ccccc2)Cc2ccccc2)cc1S(=O)(=O)N1CCOCC1	·	3	9	0	8	·	·	3	1	12
COc1ccc(S(=O)(=O)N2CCC(NC(=O)Nc3ccc(C)cc3)CC2)cc1	-2	3	4	·	-15	-1	-18	6	3	-11
CCc1nc(NCC2CCCO2)c2oc3ccccc3c2n1 (stereo not drawn)	3	9	-14	0	11	2	-7	0	-4	-13
O=C(NCc1ccc(F)cc1)c1ccc(N2CCOCC2)c([N+](=O)[O-])c1	0	0	-8	2	-1	-3	-25	7	2	3
CC(C)(C)OC(=O)NCCC(=O)N/N=C/c1cccc2cccnc12	5	15	18	0	-3	1	18	0	3	-4
Cc1ccc(/C=C/C(=O)Nc2ccc(N(C)C)cc2)o1	-2	-6	-193	-1	1	2	-41	6	-2	6
C/C(=N\NC(=O)c1ccc(F)cc1)c1cccc(NC(=O)c2ccco2)c1	8	2	-50	9	9	2	3	4	1	18
CCN1C(=O)C(CC(=O)Nc2ccccc2)S/C1=N\c1ccccn1 (stereo not drawn)	-2	-4	-12	-1	-4	-3	16	11	0	0
O=C(Nc1nc2cc3c(cc2s1)OCO3)C1CCCCC1	-3	32	-140	0	20	1	-161	-32	1	48
COc1ccc(C(C(=O)NCc2ccccc2)N(Cc2ccco2)C(=O)c2cnccn2)cc1 (stereo not drawn)	-4	-6	8	-1	5	-1	-13	-3	4	19
CCOc1ccc2[nH]c3ncccc3c(=O)c2c1	-3	1	-139	3	-3	0	-60	-18	-4	-3
O=C(OCCOc1ccc(Br)cc1)c1ccc(Cl)c(S(=O)(=O)N2CCOCC2)c1	·	4	9	-2	13	·	·	1	1	10
CN(C)c1ccc(NC(=O)CSc2nnc(-c3ccco3)c(-c3ccco3)n2)cc1	-13	3	14	-3	5	0	-17	-18	2	5
COc1ccc(C2C(C(=O)O)CCC(=O)N2c2ccc(OC)cc2)cc1 (stereo not drawn)	3	-1	-15	-3	-9	4	-10	-4	-1	-5
CCC1CCCCN1C(=O)COC(=O)c1n[nH]c2ccccc12 (stereo not drawn)	-4	18	·	-2	·	-4	-21	·	·	·
CCc1ccc(NC(=O)CSC2=C(C#N)C(c3ccc4c(c3)OCO4)CC(=O)N2)cc1 (stereo not drawn)	9	4	8	0	29	2	-5	9	1	64*
COc1ccc(Cl)cc1NC(=S)NCCN1CCOCC1	4	-2	-4	1	2	-3	-15	14	-1	19
CCN(c1ccc(OC)cc1)S(=O)(=O)c1ccc2c(c1)CC(C)N2C(=O)C1CC1 (stereo not drawn)	3	·	31	0	8	-3	-4	-17	-2	31
O=C(CCN1C(=O)c2ccccc2C1=O)Nc1ccc(-c2nc3ccccc3s2)cc1	3	-5	26	-7	14	7	-41	9	-2	26
Cc1ccc(CN(CCO)CCO)cc1	1	-5	-1	-2	-4	3	-18	-1	1	-6
Cc1nc2ccccc2cc1C(=O)N/N=C/c1cccc([N+](=O)[O-])c1	2	-4	2	-1	-1	-1	-91	23	1	2
CCOC(=O)Cn1c(CCC(=O)O)ccc1-c1ccc(F)cc1	5	-5	-10	-2	-77*	-2	-9	0	0	-82
O=C(O)C1CC(=O)N(C2CCCCC2)C1c1ccccc1 (stereo not drawn)	-4	-2	-3	-6	-8	0	-13	-8	-12	-14
CC(C)CCNC(=O)CN(CC1CCCO1)C(=O)CCC(=O)Nc1ccccn1 (stereo not drawn)	1	-4	12	1	1	-1	-24	9	-1	-6
CC1CC(C)(C)CC(=O)C1C(=O)c1ccccc1 (stereo not drawn)	·	-2	12	-1	-2	·	·	-1	-4	-8
